# Assay outcomes deposited in PubChem BioAssay by several laboratories.
# 14-3-3 Bad inh: inhibitors of 14-3-3 zeta/Bad binding, primary screen, biochemical, TR-FRET, bovine 14-3-3 zeta | inhibition, % at 21.7 µM | actives 0.71% (n = 220,000) | TR-FRET 14-3-3zeta/Dy647-pBad peptide displacement, 1 h | 14-3-3 protein zeta/delta (Bos taurus), P63103;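 active = inhibition above about 70%, limit read from the data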;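 also: 0% = full 14-3-3 plus peptide FRET controls and 100% = background without 14-3-3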
# Hck Nef HTS: inhibitors of Nef-activated human Hck kinase, primary screen, biochemical, Z-Lyte FRET, 384-well, Hck-YEEI | inhibition, % at 20 µM | actives 0.68% (n = 220,000) | Recombinant Hck-YEEI plus Nef, Z-Lyte FRET kinase assay | Tyrosine-protein kinase HCK (Homo sapiens), P08631;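 active = Hck-Nef kinase inhibition above about 50%, limit read from the data; inactive = inhibition below that limit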;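 also: 0% = DMSO with Hck plus Nef and 100% = Hck alone without Nef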
# p47phox inh: p47phox/p22phox peptide binding inhibitors, primary screen, biochemical, uHTS, NADPH oxidase regulatory subunit; Neutrophil cytosol factor 1 (Homo sapiens), P14598; fluorescence polarization, 2 h; inhibition, % at 24.7 µM; actives 0.53% (n = 220,000); AID 1274, 2008;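 active = inhibition above about 30%, limit read from the data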;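 also: 0% = p47phox with labelled peptide and 100% = labelled peptide alone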
# Target sequence (P14598 whole entry, looked up): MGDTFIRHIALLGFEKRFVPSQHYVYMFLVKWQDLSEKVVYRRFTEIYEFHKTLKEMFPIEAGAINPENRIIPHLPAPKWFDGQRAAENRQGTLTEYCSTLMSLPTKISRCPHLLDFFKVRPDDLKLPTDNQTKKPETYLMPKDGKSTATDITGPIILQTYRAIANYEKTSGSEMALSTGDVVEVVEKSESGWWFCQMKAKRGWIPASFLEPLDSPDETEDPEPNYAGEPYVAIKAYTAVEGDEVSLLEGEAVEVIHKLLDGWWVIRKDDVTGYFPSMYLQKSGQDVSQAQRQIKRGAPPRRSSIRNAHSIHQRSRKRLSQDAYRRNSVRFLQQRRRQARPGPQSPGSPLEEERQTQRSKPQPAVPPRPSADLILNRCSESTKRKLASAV
# EBV gp42 block: Epstein-Barr virus gp42 inhibitors, primary screen, biochemical, uHTS, fluorescence polarization | Glycoprotein 42 (Epstein-Barr virus (strain AG876)), Q1HVG2 | inhibition, % (tested at 21.74 µM) | AID 1085, 2008 | actives 0.42% (n = 220,000) | Fluorescence polarization binding assay, mP read-out; in the data active = inhibition above about 50%
# Runt-SMMHC FRET: inhibitors of RUNX1 Runt–CBFb-SMMHC binding, primary screen, biochemical, FRET, Cerulean-Runt, Venus-CBFb-SMMHC, uHTS | Runt-related transcription factor 1 (Homo sapiens) + Core-binding factor subunit beta … | Cerulean-Runt/Venus-CBFb-SMMHC FRET ratio 530/480, 1 h | inhibition, % at 20 µM | actives 0.74% (n = 220,000);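 active = mean inhibition across duplicate retests at 20 µM reaching about 50%, limit read from the data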;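 also: 0% = DMSO wells and 100% = wells with excess untagged CBFb-SMMHC; inhibitors lower the FRET ratio by blocking Runt binding to CBFb-SMMHC; some results filed as inactive read as strong as hits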
# Target sequence (Q01196 whole entry, looked up): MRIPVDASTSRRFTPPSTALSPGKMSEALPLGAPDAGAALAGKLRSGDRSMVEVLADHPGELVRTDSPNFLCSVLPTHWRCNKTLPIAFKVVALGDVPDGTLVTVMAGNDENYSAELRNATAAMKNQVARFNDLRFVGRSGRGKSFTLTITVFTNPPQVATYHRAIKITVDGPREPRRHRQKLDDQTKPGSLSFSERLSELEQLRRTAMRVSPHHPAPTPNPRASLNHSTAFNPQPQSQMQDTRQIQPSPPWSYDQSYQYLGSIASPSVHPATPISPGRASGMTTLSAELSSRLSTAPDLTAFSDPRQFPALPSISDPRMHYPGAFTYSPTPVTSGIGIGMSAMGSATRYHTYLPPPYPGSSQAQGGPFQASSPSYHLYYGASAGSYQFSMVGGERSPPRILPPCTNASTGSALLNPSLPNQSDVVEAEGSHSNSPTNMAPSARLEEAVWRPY
# Target sequence (Q13951 whole entry, looked up): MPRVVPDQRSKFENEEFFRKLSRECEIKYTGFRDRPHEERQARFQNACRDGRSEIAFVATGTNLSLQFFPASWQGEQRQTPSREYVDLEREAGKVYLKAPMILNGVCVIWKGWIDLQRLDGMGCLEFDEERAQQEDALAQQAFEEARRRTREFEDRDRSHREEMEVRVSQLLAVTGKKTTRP
# zVAD death inh: inhibitors of zVAD-triggered necroptosis, primary screen, L929 cells; viability rescue, % at 10 µM; L929 zVAD necroptosis rescue, ATP luminescence, 24 h; with zVAD 60 µM; actives 0.38% (n = 220,000);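 active = activation, scaled between plate controls, above about 75%, limit read from the data; inactive = activation under that limit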;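 also: 0% = zVAD with DMSO and 100% = DMSO alone without zVAD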
# MDM2 E3 inh: MDM2-luciferase reporter signal enhancers, primary screen, MDM2 E3 ligase inhibitor project, cell-based, luminescence, 1536-well. signal enhancement, % at 5 µM. E3 ubiquitin-protein ligase Mdm2 (Homo sapiens), Q00987. actives 0.11% (n = 210,000). cell-based MDM2 ubiquitination luciferase reporter, 2 h; 0 = plate control, 100 = twice control, blank-subtracted;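 active = signal enhancement of 30% or more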;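 also: luminescence tracks abundance of the self-degrading MDM2-luciferase fusion protein; higher signal means inhibition of MDM2 E3 ligase activity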
#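 system = mammalian cells stably expressing self-ubiquitinating, self-degrading MDM2 E3–luciferase fusion | quantity = 2000 cells per well seeded | incubation = 4 h cell settling then 2 h compound exposure, 37 °C | signal = SteadyLite luminescence, 15 min reagent step | benchmarks = plate control and blank wells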
# Runt-CBFb FRET: inhibitors of RUNX1 Runt–CBFb binding, primary screen, biochemical, FRET, Cerulean-Runt, Venus-CBFb, uHTS. Runt-related transcription factor 1 (Homo sapiens) + Core-binding factor subunit beta …. Cerulean-Runt/Venus-CBFb FRET ratio 530/480, 1 h. inhibition, % at 20 µM. actives 0.46% (n = 220,000);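 active = inhibition over about 50% at 20 µM in the single-dose screen, limit read from the data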;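 also: 0% = DMSO wells and 100% = excess unlabeled CBFb competitor control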
#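 Reagent – Venus-CBFb binding partner, 100 nM · Assay system – Cerulean-tagged RUNX1 Runt domain (FRET donor) fusion protein · Input – 100 nM per protein · Incubation – two 1 h room-temperature incubations shielded from light · Measured by – FRET fluorescence · Medium – Tris buffer pH 7.5 with salts and BSA · Benchmarks – unlabeled CBFb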
# Tb hexokinase: Trypanosoma brucei hexokinase 1 inhibitors, primary screen, biochemical, G6PDH-coupled NADH absorbance, MLSCN library; recombinant TbHK1, G6PDH-coupled NADH A340; actives 0.11% (n = 220,000); inhibition, % at 10 µM;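 active = inhibition of 50% or more in the single-dose primary screen; inactive = inhibition below 50%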
# Numbers without * were called inactive; · = no result given; [ ] = remark or other dose. The order is random, and some 3.2% of all compounds hit somewhere here.
SMILES,14-3-3 Bad inh,Hck Nef HTS,p47phox inh,EBV gp42 block,Runt-SMMHC FRET,zVAD death inh,MDM2 E3 inh,Runt-CBFb FRET,Tb hexokinase
Nc1nc(Nc2cccc(F)c2)nc(NCCO)c1[N+](=O)[O-],1,33,-6,-14,-1,0.9,-14,0,26
O=C(c1ccccc1F)N1CCC(O)(c2cccnc2)CC1,·,0,3,-9,3,0.0,-12,0,5
COC(=O)Nc1ccc(S(=O)(=O)N2CCCCC2C(=O)NCc2ccco2)cc1 (configuration not stated),-2,2,-33,-26,0,-0.3,-5,0,-7
Cc1sc2ncnc(NC(C)C(=O)O)c2c1C (configuration not stated),-4,18,-2,-16,3,0.5,-10,0,1
Cc1ccc(CN2CCN(Cc3cn[nH]c3-c3ccccc3)CC2CCO)o1 (configuration not stated),-11,17,-3,-12,2,-0.6,-6,1,-2
CC(=O)c1coc2c1cc(O)c1ccccc12,-12,3,-5,-19,0,-0.2,-13,5,-7
Cc1cc2ccccc2nc1SCC(=O)NC1CCCC1,-13,19,0,-6,-2,0.7,-1,-1,-4
CCC(=O)OCCNc1cc(Sc2nc3ccccc3s2)c2nonc2c1[N+](=O)[O-],-4,4,-11,33,11,4.6,-21,23,3
COc1ccc(Oc2cccc(Cl)c2CNC(=O)CC(C)(C)CC(=O)O)cc1,-1,6,-11,-8,-2,0.1,-7,0,3
Cc1ccc(C(=O)CSc2nnc3c4ccccc4nc(C(C)(C)C)n23)cc1,-25,2,-25,-25,-6,1.2,-17,1,-13
O=C(CNCC1CCCCC1)Nc1cccc(S(=O)(=O)N2CCOCC2)c1,41,21,-2,1,-4,4.0,-3,0,9
CCC(=O)/C=C1\Sc2ccc(OC)cc2N1CC,-1,2,-6,-12,3,-0.1,-22,20,-30
COc1ccc(C(c2nnnn2C(C)(C)C)N2CCN(c3nc4ccccc4s3)CC2)cc1OC (configuration not stated),7,-3,-14,2,-3,-0.1,-3,-4,-12
Cc1cccc(-n2c(C)cc(C=C(C#N)C#N)c2C)c1,-19[fluorescence artefact?],-1,-5,12,-10,0.0,-4,-2,34
COc1ccc(N(CC(=O)NC2CCCCC2)C(=O)CNC(=O)c2ccco2)cc1OC,13[fluorescence artefact?],-11,3,-23,3,-0.9,-1,-2,6
Cc1cc(C(=O)NNC(=S)Nc2ccccc2C)cs1,3[fluorescence artefact?],4,12,8,-3,-0.9,1,0,-5
O=C1N(CCCN2C(=O)C3(OCCO3)c3ccccc32)c2ccccc2C12OCCO2,2,0,-9,-7,2,1.1,-22,13,-4
Cc1cc2nc(CCN(C(=S)NCC3CCCO3)C3CCCC3)[nH]c2cc1C (configuration not stated),-1,23,-5,4,1,0.1,9,-1,-1
COc1ccccc1NC(=O)C1=C(C)Nc2nnnn2C1c1ccncc1 (configuration not stated),-2,0,-3,-20,3,-0.6,-16,-3,19
C=CCn1c(COc2ccccc2F)nnc1SCC(=O)Nc1cc(C)on1,-1,-1,-18,-8,-3,-0.4,-3,-1,-4
O=[N+]([O-])c1ccc(/C=N/Nc2ncc(-c3ccccc3)cn2)cc1,46,24,5,3,-8,79*,-1,-2,-10
Cc1ccc(CNC(=O)c2cc3c(=O)n4ccccc4nc3n(CC3CCCO3)c2=N)cc1 (configuration not stated),8[fluorescence artefact?],39,-2,11,63*,-1.8,-2,18,-5
CCSc1nnc(NC(=O)C2C3CCC(C3)C2C(=O)O)s1 (configuration not stated),0,1,-9,-4,-1,1.3,-11,2,-2
COc1ccc(-n2c(=O)c3c4c(sc3n(CC(N)=O)c2=O)CCCCC4)cc1,-6,25,-3,-10,-49,0.0,-2,-1,0
COC(=O)C(C)N(c1ccc(C)cc1)S(=O)(=O)c1c(C)[nH]c(=O)[nH]c1=O (configuration not stated),4[fluorescence artefact?],-2,4,-4,-3,0.6,-6,2,-6
Cn1cc(-c2ccc(Cl)cc2)cc(C#N)c1=O,-4,4,-15,-6,-1,0.2,-9,0,-11
Cc1ccccc1NC(=S)N(C)Cc1cn(C)c2ccccc12,-24,6,-5,-1,0,0.2,-3,0,34
CC(=O)C1=C(C)N(Cc2ccccc2)C(=O)N[C@H]1c1ccco1,1,16,-16,-13,-2,0.3,3,1,-10
O=C(CSc1nn(-c2ccc(F)cc2)c(=S)s1)NCC1CCCO1 (configuration not stated),-13,-11,3,-11,-1,-0.1,-10,-1,-15
COc1c(Br)cc2c(C)c(C(=O)N3CCOCC3)oc2c1Br,2,4,-3,-6,4,49,-12,-2,2
CCC(C)N1C(=O)c2ccccc2C1C(=O)NC1CCCCCC1 (configuration not stated),-6,3,6,-8,1,0.0,7,-4,41
CC(=O)Nc1nnc(S(N)(=O)=O)s1,-2,1,-2,-4,0,2.8,·,-3,1
Cc1cnc(C(=O)Nc2ccccc2-c2nnn(CC(=O)NC3CCCC3)n2)cn1,51,-1,15,3,-9,0.0,4,0,-19
Nc1cc([N+](=O)[O-])ccc1O,17,7,2,-12,-10,-0.3,-4,-1,-5
CC(NC(=O)CN1CCc2ccccc21)c1ccccc1 (configuration not stated),-8,0,-24,-7,-1,0.1,-1,0,1
O=C(NN=C1CCCC1)c1ccc([N+](=O)[O-])cc1,-18,22,0,4,-4,4.6,8,-2,-2
Cc1ccc2[nH]c3c(=O)n(Cc4ccco4)cnc3c2c1,9,16,-7,-4,-3,0.2,-70,-2,-5
CN(C)S(=O)(=O)c1ccc2oc(SCC(N)=O)nc2c1,3[fluorescence artefact?],2,-2,-12,2,-0.1,-11,0,-7
CN(C)c1ccc(CNCCC(Cc2ccccc2)c2ccco2)cc1 (configuration not stated),1,17,-8,-4,1,-0.1,·,0,11
COCCNC(=S)Nc1ccc2nsnc2c1,-22[fluorescence artefact?],0,-7,-3,-69,0.6,3,-4,4
COc1ccccc1COC(=O)Nc1c(C)nn(C)c1Cl,-12,0,-4,-10,-1,0.1,-15,-2,-2
COc1ccc(NC(=O)c2cncc(Br)c2)cc1S(=O)(=O)N1CCCCC1,-25[fluorescence artefact?],0,-1,-17,0,8.4,0,-4,29
CC1CC(=O)Nc2ccccc2N1S(=O)(=O)c1cccc(Cl)c1 (configuration not stated),1[fluorescence artefact?],3,-9,3,0,1.4,-18,1,5
CC1C(c2ccccc2)N(C)C(c2ccccc2)C(C)C1(O)C#Cc1ccccc1 (configuration not stated),10,1,-21,7,-6,1.3,-4,1,16
O=C(COc1ccc(Cl)cc1)NCc1nnc(SCC(=O)Nc2ccccc2F)o1,-3,-4,2,-11,-3,3.6,-12,2,1
O=C(Nc1ccc(Cl)cc1)[C@@H]1[C@@H]2C(=O)N(c3ccc4ccccc4c3)C(=O)[C@@H]2[C@H]2C=CC=NN21,0,0,-64,-21,-4,-0.1,-3,3,-8
C=CCSc1nnc(-c2c[nH]c3ccccc23)n1CCOC,·,0,·,·,1,0.0,-11,-1,-4
O=C(CN1CCCN(Cc2ccc(F)cc2Cl)C1=O)NC1CCCCCCC1,3,0,-11,9,1,0.1,0,-3,-5
CCCOc1cccc(C2/C(=C(/O)c3ccccc3)C(=O)C(=O)N2CCN(C)C)c1 (configuration not stated),-16,2,-3,-4,4,-0.1,-9,-1,-30
FC(F)(F)c1cccc(NCc2cn3cccnc3n2)c1,-7,0,-11,-17,-1,-0.4,-16,0,-1
COc1ccc(NC(=O)CSc2nnc(-c3ccccc3)n2Cc2ccco2)cc1OC,7,0,5,-10,2,-0.1,-6,6,-3
Cc1ccc(C(=O)Nc2ccccc2C(N)=O)o1,5,2,1,-8,-2,0.8,-7,-1,0
COc1ccc(C(C#N)c2ccc(=O)[nH]n2)cc1 (configuration not stated),-9,5,-9,-1,1,0.4,2,1,-5
O=S(=O)(c1ccc(F)c(F)c1F)N1CCN(C(=S)NCc2ccccc2)CC1,-8,19,-2,-4,0,7.7,-7,1,-3
CCCCc1n[nH]c(=S)n1Cc1ccc(Cl)cc1,-18,16,0,-10,7,-0.8,-6,5,4
CCOC(=O)CSCC(=O)Nc1cc(C)ccc1C,1,-1,2,-9,-2,-0.2,9,0,0
COc1ccccc1-n1c(=O)c(C#N)c(-c2ccc([N+](=O)[O-])cc2)c2cc(C(=O)c3cc(F)ccc3O)cnc21,-7,0,-35,-9,-3,-0.3,0,-4,-11
CCc1nnc(NC(=O)CSc2nnc(CCc3nc4ccccc4[nH]3)n2C)s1,-6,1,-2,-5,-1,1.0,-7,0,-5
CC(C)(C)OC(=O)NCCc1nnc(SCc2c(Cl)cccc2Cl)o1,1[fluorescence artefact?],0,2,-7,-3,0.2,-13,-2,0
Cc1cc(Nc2ccc(N3CCOCC3)cc2)c2cccc(C)c2n1,4,14,-6,-28,-2,1.6,6,1,-53
CCC(CC)NC(=O)Nc1ccc(F)cc1F,8,-10,5,2,4,0.2,-12,1,-6
CCCc1cc(=O)[nH]c(=S)[nH]1,-4,-7,-2,-9,4,17,·,2,3

# Compound profiles (already shown). Values in the order: 14-3-3 Bad inh	Hck Nef HTS	p47phox inh	EBV gp42 block	Runt-SMMHC FRET	zVAD death inh	MDM2 E3 inh	Runt-CBFb FRET	Tb hexokinase
# `O=C(COc1ccc(Cl)cc1)NCc1nnc(SCC(=O)Nc2ccccc2F)o1` is entered as -3	-4	2	-11	-3	3.6	-12	2	1
# `CCCOc1cccc(C2/C(=C(/O)c3ccccc3)C(=O)C(=O)N2CCN(C)C)c1` (configuration not stated) is entered as -16	2	-3	-4	4	-0.1	-9	-1	-30
# `O=C(CN1CCCN(Cc2ccc(F)cc2Cl)C1=O)NC1CCCCCCC1` is entered as 3	0	-11	9	1	0.1	0	-3	-5
# `COc1ccccc1COC(=O)Nc1c(C)nn(C)c1Cl` is entered as -12	0	-4	-10	-1	0.1	-15	-2	-2
# `CCOC(=O)CSCC(=O)Nc1cc(C)ccc1C` is entered as 1	-1	2	-9	-2	-0.2	9	0	0
